C2C12 statin: suppressors of simvastatin-induced myotoxicity in C2C12 myotubes; ATP luminescence, 48 h; scaled: DMSO 0, geranylgeraniol control 100; rescue of ATP level, % at 7.49 µM; hit rate 0.78% among 330,000;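 active means mean ATP rescue above about 67%, or every replicate alone reaching that limit, limit read from the data, passing the limit was not always enough; inconclusive means no clear call, values can overlap the other calls; inactive means mean under the limit and some replicate under it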;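 further: myotubes were challenged with 10 µM simvastatin during compound exposure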
SIRT5 block: inhibitors of human sirtuin-5 desuccinylase; Purified SirT5, succinyl-peptide AMC, trypsin-coupled fluorescence; inhibition, % at 15 µM; hit rate 1.1% among 330,000; in the data active means inhibition above about 15%; inconclusive means no clear call, values can overlap the other calls
Target sequence (Q9NXA8 whole entry, looked up): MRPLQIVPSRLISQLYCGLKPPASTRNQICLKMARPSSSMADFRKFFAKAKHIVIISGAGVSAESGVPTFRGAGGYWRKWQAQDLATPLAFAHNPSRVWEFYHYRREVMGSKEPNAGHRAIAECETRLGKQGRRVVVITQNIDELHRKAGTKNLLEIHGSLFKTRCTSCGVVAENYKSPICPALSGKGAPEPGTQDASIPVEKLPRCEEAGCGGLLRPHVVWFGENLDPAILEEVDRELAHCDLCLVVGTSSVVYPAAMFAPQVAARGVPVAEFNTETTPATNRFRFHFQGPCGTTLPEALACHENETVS
S100A4 inh HTS: blocks human S100A4 binding to myosin IIA peptide. hit rate 0.14% among 360,000. AID 652163. S100A4/TAMRA-MyoIIA peptide fluorescence polarization. inhibition, % at 10.7 µM;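 active means mean inhibition of at least 70% across replicates, with every replicate also reaching that level; inconclusive means mean inhibition reaches 70% but some replicates fall short; inactive means mean inhibition below 70%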
Target sequence (P26447 whole entry, looked up): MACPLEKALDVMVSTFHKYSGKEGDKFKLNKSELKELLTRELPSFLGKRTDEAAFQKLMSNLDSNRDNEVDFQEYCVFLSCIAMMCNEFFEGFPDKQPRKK
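Test system – S100A4 monomer (human) · Compound – single-point compound testing · Schedule – 5 min incubation before reading · Probe or stimulus – TAMRA-labelled myosin IIA heavy-chain peptide probe, 5 nM · Benchmarks – neutral control DMSO, positive control TFP · Medium – Calcium-containing HEPES buffer, pH 7.2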
E-selectin induc: induces E-selectin expression in human endothelial cells. P16581. HUVEC E-selectin immunofluorescence imaging; normalized: neutral wells 0, TNF-alpha wells 100. activation, % at 7.58 µM. hit rate 0.37% among 260,000;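 active means mean E-selectin-positive cell signal at least 10% of the positive control, reached in at least 60% of replicates, without over 20% cell loss; inconclusive means no rule given, readout overlaps actives, possibly toxicity-flagged; inactive means the rest, including those meeting only one limit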;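 further: in these data hits start at about 27%; measured in HUVEC primary endothelial cells; signal is the percent of cells scored E-selectin positive by PE staining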
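Read-out: % PE-positive cells | Test system: HUVEC | Doses: One compound dose added by pin transfer | Buffer or medium: EGM-2 over gelatin coat | Signal: Immunofluorescence imaging | Benchmarks: TNF-alpha, DMSO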
DENV2 CPE: inhibitors of DENV2 cytopathic effect; DENV2-infected cells, cytopathic effect rescue, plate reader; CPE inhibition, % at 9.99 µM; hit rate 1.7% among 350,000; AID 651640; in the data active means CPE inhibition above about 20%, passing the limit was not always enough; inconclusive means no clear call, values can overlap the other calls; tested in BHK-21 cells;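 further: 0% = median of neutral control wells and 100% = median of positive control wells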
PglD inh: PglD (C. jejuni) enzyme inhibition. purified PglD enzyme, DTNB colorimetric CoA detection. inhibition, % at 12.5 µM. hit rate 0.098% among 360,000; in the data active means inhibition above about 16%, passing the limit was not always enough; inconclusive means no clear call, values can overlap the other calls; further: strong numbers were not always called active
ERp5 block: ERp5 (human) disulfide isomerase inhibition; Q15084; ERp5 insulin aggregation, absorbance 650 nm, 90 min; inhibition, % at 9.99 µM; hit rate 0.05% among 350,000;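 active means mean replicate inhibition above about 25%, with every replicate also reaching it, limit read from the data, passing the limit was not always enough; inconclusive means only one of those two criteria met; inactive means neither criterion met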
Target sequence (Q15084 whole entry, looked up): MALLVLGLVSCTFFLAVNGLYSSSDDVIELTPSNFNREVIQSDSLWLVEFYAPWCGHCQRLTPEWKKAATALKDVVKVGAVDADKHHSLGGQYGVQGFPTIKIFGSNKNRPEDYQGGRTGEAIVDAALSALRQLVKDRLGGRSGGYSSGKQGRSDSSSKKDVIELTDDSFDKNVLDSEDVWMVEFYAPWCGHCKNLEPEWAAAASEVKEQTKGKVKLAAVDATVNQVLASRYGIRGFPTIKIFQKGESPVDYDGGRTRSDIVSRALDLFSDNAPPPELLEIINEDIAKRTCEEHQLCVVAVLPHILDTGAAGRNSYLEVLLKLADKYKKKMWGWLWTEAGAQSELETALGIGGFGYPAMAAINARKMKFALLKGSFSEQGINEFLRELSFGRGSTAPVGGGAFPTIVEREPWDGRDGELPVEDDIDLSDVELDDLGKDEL
Numbers without * were called inactive; u = inconclusive; x = no result given; & = joins results of further samples. Not all compounds are listed, so the mix of outcomes need not match the whole.

SMILES | C2C12 statin | SIRT5 block | S100A4 inh HTS | E-selectin induc | DENV2 CPE | PglD inh | ERp5 block
N/C(=N\OS(=O)(=O)c1ccc(Cl)cc1)c1ccncc1 | -2 | 2 | -1 | x | 4 | -5 | -7
Cn1nc(C(=O)Nc2nc(-c3ccc(F)cc3)cs2)ccc1=O | -14 | 3 | -1 | 0.4 | 5 | -3 | 0
Clc1ccccc1/C=C/C=N/Nc1nc(N2CCOCC2)nc(N2CCOCC2)n1 | -8 | 2 | 1 | 0.8 | 4 | 6 | -7
COc1ccc2c3c(n(C)c2c1)[C@@H](CO)N(C(=O)Nc1ccc(F)cc1)CC31CCN(C(=O)NC(C)C)CC1 | x | -2 | -7 | -0.3 | 9 | x | 3
COc1ccc(C(=O)Nc2ccc(N3CCOCC3)cc2)cc1S(=O)(=O)NC1CCCC1 | x | x | 4 | 2.8 | -5 | x | 1
Cc1cccc(OCCC(=O)Nc2cc(S(=O)(=O)N3CCCCC3)ccc2N2CCOCC2)c1 | x | -1 | 1 | -0.5 | -2 | x | 5
CCN1C/C(=C/c2ccc(OC)c(O)c2)C(=O)/C(=C/c2ccc(OC)c(O)c2)C1 | x | -2 | 1 | x | -2 | x | 1
O=C1CN(S(=O)(=O)c2cc(Cl)ccc2Cl)CCN1 | 1 | -3 | 2 | 0.0 | -6 | 1 | 5
CCS(=O)(=O)N1CCC2(CC1)CN[C@@H](CO)c1[nH]c3cc(OC)ccc3c12 | x | 1 | 9 | 0.3 | 2 | x | 0
COc1ccc(C)cc1S(=O)(=O)N(CC(=O)Nc1cc([N+](=O)[O-])ccc1C)c1ccc(C)c(C)c1 | x | 2 | 3 | x | 2 | x | -3
COc1ccc(NC(=O)CSc2nnc(-c3cnccn3)n2C)cc1OC | 4 | -4 | 2 | 4.5 | -1 | 3 | x
C[C@@H]1CCCCO[C@@H](CN(C)S(=O)(=O)c2ccc(F)cc2)[C@H](C)CN([C@H](C)CO)C(=O)c2cc(NC(=O)CCC(F)(F)F)ccc2O1 | x | 4 | 47 | x | -19 | -1 | -2
CC[C@H](C)[C@H](NC(=O)OCc1ccccc1)C(=O)OCC(=O)N1CCN(c2ccc(F)cc2)CC1 | -5 | -3 | -2 | x | 17 | -1 | -5
C[C@H]1CN([C@@H](C)CO)C(=O)Cc2cc(NC(=O)CCN3CCOCC3)ccc2O[C@@H]1CN(C)S(C)(=O)=O | 9 | 10 | -18 | -5.1 | -4 | 1 | 0
Cn1ccnc1C(=O)c1cc(=O)c2ccccc2o1 | 26 | -3 | 1 | x | x | -1 | 6
O=C(C1CCN(c2ncnc3c2nc2n3CCCCC2)CC1)N1CCN(c2ccccc2F)CC1 | 2 | 2 | 6 | x | -1 | 0 | 1
CN1CCN(CCCC(=O)c2ccc(C3CCCC3)cc2)CC1 | x | -4 | -1 | -1.6 | 1 | x | 1
O=C(COC(=O)c1ccco1)Nc1ccc([N+](=O)[O-])cc1Cl | 4 | 1 | -1 | x | 10 | 1 | -2
C[C@@H]1CN([C@H](C)CO)C(=O)c2cc(NS(=O)(=O)c3ccccc3)ccc2O[C@@H](C)CCCCO[C@@H]1CN(C)CC1CC1 | x | -1 | 4 | 0.1 | 0 | 8 | 4
CCC(C)NC(=O)c1ccccc1-c1nc2ccccc2[nH]1 (centres undefined) | 13 | 4 | 26 | x | -5 | x | -12
O=C(COC(=O)C1CCCC1)Nc1cccc(Cl)c1Cl | -5 | 1 | 10 | x | -5 | -7 | 3
O=C(C[C@H]1C=C[C@@H](NC(=O)CC2CC2)[C@@H](CO)O1)NCc1ccc(-c2ccccc2)cc1 | x | -6 | -12 | -0.2 | 3 | x | 2
COc1cccc(-c2ccc([C@H]3[C@H](C#N)N(C(=O)c4ccccn4)[C@H]3CO)cc2)c1 | 9 | 2 | 3 | -0.4 | 10 | -2 | -5
CSc1ccc(CN2CCN(C(C)C)C(CCO)C2)cc1 (centres undefined) | x | -5 | -19 | x | -1 | x | 5
C[C@H](NC(=O)OC(C)(C)C)C(=O)N/N=C/c1cccc2nccnc12 | 7 | -1 | -1 | 0.5 | 0 | -5 | 2
CC(C)c1cc(=O)n2[nH]c(N)nc2n1 | -3 | -3 | -1 | x | 1 | -8 | 2
CCc1nc(C)ccc1OCC(=O)N1CCc2c([nH]c3ccccc23)C1c1ccccn1 (centres undefined) | 3 | -2 | -3 | 0.7 | 10 | x | 0
O=C(C[C@@H]1CC[C@@H]2[C@H](COC[C@H](O)CN2Cc2ccccc2)O1)NCCc1ccccc1 | 19 | 0 | -5 | 0.1 | -5 | 4 | 1
O=[N+]([O-])c1ccc(CN2CC(N3CCN(CC4CC4)CC3)CS2(=O)=O)cc1 (centres undefined) | -4 | -6 | 3 | 0.1 | -4 | 3 | -1
COc1ccccc1N1CCN(Cc2cc(=O)c(OCC(=O)Nc3ccccc3)co2)CC1 | -17 | -1 | 19 | x | 7 | 4 | 0
CCn1c(=O)c(CCC(=O)NCCN2CCOCC2)c(C)c2c(C)nn(-c3cccc(C)c3)c21 | 10 | -3 | -2 | x | 0 | -1 | 6
C[C@H](CO)N1C[C@H](C)[C@@H](CN(C)Cc2ccc(Cl)c(Cl)c2)Oc2c(NC(=O)Cc3ccccc3)cccc2C1=O | 17 | -1 | -3 | 0.2 | 7 | 5 | -1
CCN(CC)CC(O)CCCCCCCCC(=O)OC (centres undefined) | x | -2 | 2 | x | -2 | -9 | 0
O=C(O)c1ncc(Cl)c(Cl)c1Cl | x | 5&-1 | -5&4 | 0.4&1.2 | 2&-2 | x | 2&2
O=C(C1CCCCC1)N1C[C@H](n2cc(-c3ccc(F)cc3)nn2)[C@@H](O)C[C@@H]1c1ccccc1 | 10 | 2 | -1 | -0.1 | 15 | -3 | -3
C[C@@H]1CN([C@H](C)CO)C(=O)c2cc(-c3cncnc3)cnc2O[C@H]1CN(C)C(=O)Cc1ccccc1 | 4 | 6 | -8 | 0.0 | 7 | -2 | -9
O=C(c1ccccn1)N1CC(=O)N2[C@H](CO)[C@H](c3ccc(C#Cc4ccccc4)cc3)[C@H]2C1 | x | 0 | 4 | -0.5 | -3 | x | -8
Cc1nnc(NC(=O)CN2CCN(Cc3ccc(F)cc3Cl)CC2)s1 | -20 | -3 | -1 | 0.9 | 3 | 5 | -3
CC(C)CC#Cc1cnc2c(c1)C(=O)N([C@@H](C)CO)C[C@@H](C)[C@H](CN(C)C(=O)Nc1cc(F)ccc1F)O2 | 44 | 11 | 7 | 0.2 | 4 | 0 | -4
O=C(COC(=O)c1ccc2c(c1Cl)C(=O)c1ccccc1C2=O)NC1CC1 | x | -2 | 11 | x | 3 | x | -2
Cc1ccc(-n2c(=O)[nH]cc(C(=O)N3CCc4ccccc43)c2=O)cc1C | -4 | -3 | -1 | 0.4 | -6 | 3 | -4
CC(C)(C)OC(=O)NCCCC[C@H](NC(=O)c1nc[nH]c1C(=O)NC1CCN(C(=O)OC(C)(C)C)CC1)C(=O)OC(C)(C)C | -8 | x | -4 | -0.7 | 1 | -3 | 0
CS(=O)(=O)c1ccc(Cl)c(NC(=O)CCN2C(=O)NC3(CCCC3)C2=O)c1 | -4 | -2 | -2 | 4.0 | -3 | x | -5
O=C1NC[C@H](Cc2ccccc2)N(C[C@H]2CCCN2C[C@H](Cc2ccccc2)N2C[C@H](Cc3ccc(O)cc3)N(CCc3ccccc3)C(=O)C2=O)C1=O | 5 | 0 | -4 | 1.3 | -9 | -3 | -4
CCN(c1ccccc1)S(=O)(=O)c1cc(NC(=O)COC(=O)C2CC2)ccc1Cl | x | -2 | 2 | x | 1 | x | -4
CC(C)(C)c1ccc(C(=O)NCCOc2ccccc2F)cc1 | -11 | -5 | -7 | 0.0 | -1 | -1 | 5
Cc1ccccc1N(CC(=O)NCc1ccco1)C(=O)CCC(=O)Nc1nccs1 | x | 0 | 1 | 0.6 | -4 | x | 1
COCC(=O)Nc1ccc2c(c1)C(=O)N(C)[C@@H]1CC[C@H](CC(=O)O)O[C@@H]1CO2 | 7 | x | x | 0.0 | -2 | -2 | x
CN1C(=O)c2cc(NC(=O)c3ccccc3F)ccc2OC[C@@H]2O[C@@H](CC(=O)NCc3ccc4c(c3)OCO4)CC[C@@H]21 | 27 | 0 | 4 | 0.1 | -6 | 1 | 1
CCC(C)NC(=O)C1CCN(S(=O)(=O)c2cccc3cccnc23)CC1 (centres undefined) | -5 | x | -2 | x | -6 | -2 | 10

Further records follow.
SMILES | C2C12 statin | SIRT5 block | S100A4 inh HTS | E-selectin induc | DENV2 CPE | PglD inh | ERp5 block
CCOc1cc(/C=N/NC(=O)CCc2n[nH]c(=O)[nH]c2=O)ccc1O | -2 | 5 | -1 | 1.0 | -1 | -3 | -1
C[C@H]1CN([C@@H](C)CO)C(=O)Cc2cc(NC(=O)CCC(F)(F)F)ccc2O[C@@H]1CN(C)Cc1ccc(-c2ccccc2)cc1 | 50 | 11 | -2 | 1.3 | -11 | 4 | -6
CCOC(=O)c1sc(Nc2ccc(F)cc2)nc1C | x | 0 | -4 | x | x | x | 1
O=C(NCCc1ccccc1F)C1CCC(=O)N(CCCN2CCCC2=O)C1 (centres undefined) | -11 | -9 | 1 | x | 3 | 7 | 1
COCC(=O)Nc1ccc2c(c1)C(=O)N(C)C[C@@H](OC)[C@H](C)CN(C(=O)CC1CC1)[C@@H](C)CO2 | 3 | 4 | 3 | -0.1 | -2 | 4 | -10
O=C(c1ccc(F)cc1)N1CCCC(c2nc(-c3ccncc3)no2)C1 (centres undefined) | 5 | -1 | -4 | 0.0 | -6 | 1 | 1
COc1ccc(OC)c(C2C3=C(CC(C)(C)CC3=O)Nc3nnnn32)c1 (centres undefined) | x | -5 | 4 | 1.1 | u | x | -10
Cc1c(NC(=O)C(c2ccccc2)c2ccccc2)cccc1C(=O)O | 10 | 3 | -1 | -0.1 | 0 | 9 | 1
COc1ccccc1C(=O)NCCC(=O)N1CCN(C(=O)c2ccco2)CC1 | -1 | 4 | -1 | -1.9 | u | -6 | 4
CNC(=O)C12N=CNN=C1N(C)C(=O)N2C (centres undefined) | -3 | 3 | 1 | 7.5 | 1 | -4 | 0

Profiles from above. Order of values: C2C12 statin, SIRT5 block, S100A4 inh HTS, E-selectin induc, DENV2 CPE, PglD inh, ERp5 block
CNC(=O)C12N=CNN=C1N(C)C(=O)N2C (centres undefined) is entered as -3, 3, 1, 7.5, 1, -4, 0
COc1ccc(OC)c(C2C3=C(CC(C)(C)CC3=O)Nc3nnnn32)c1 (centres undefined) is entered as x, -5, 4, 1.1, u, x, -10
CCOC(=O)c1sc(Nc2ccc(F)cc2)nc1C is entered as x, 0, -4, x, x, x, 1
COCC(=O)Nc1ccc2c(c1)C(=O)N(C)C[C@@H](OC)[C@H](C)CN(C(=O)CC1CC1)[C@@H](C)CO2 is entered as 3, 4, 3, -0.1, -2, 4, -10

Going on with the list.
SMILES | C2C12 statin | SIRT5 block | S100A4 inh HTS | E-selectin induc | DENV2 CPE | PglD inh | ERp5 block
Cc1nc(C(C)N(C)Cc2nc(Cc3ccccc3F)no2)c(C)s1 (centres undefined) | -9 | 4 | 0 | x | 6 | 2 | 4
CCOP(=O)(OCC)C(Nc1cccc(C(F)(F)F)c1)c1ccc(F)cc1 (centres undefined) | x | -3 | -2 | 0.5 | x | x | -3
Cc1ccc(-c2ccc3c(c2)O[C@@H](CN(C)Cc2ccccc2)[C@@H](C)CN([C@@H](C)CO)S3(=O)=O)cc1 | -25 | 32* | -2 | -0.2 | u | 0 | 1
O=C(CCNC(=O)c1ccco1)Nc1ccc(OC(F)F)c(Cl)c1 | 13 | -1 | 1 | -0.1 | 1 | -4 | 0
CCc1nc2ccc(C(=O)N(C)CCCN(C)C)cn2c1N(C)Cc1cc2ccccc2s1 | -7 | 1 | -3 | x | 13 | 3 | 0
COc1ccc(CNC(=O)C2CC(C)=C(C)CC2C(=O)O)cc1OC (centres undefined) | 5 | 0 | -6 | 0.2 | 1 | -4 | 1

High-throughput results deposited in PubChem BioAssay by Broad Institute.
